Screening results (PubChem)
DENV2 CPE rescue: inhibitors of DENV2 cytopathic effect, primary screen, cell-based, plate reader, single concentration; DENV2-infected cells, cytopathic effect rescue; CPE inhibition, % at 9.99 µM; 350,000 tested, 1.7% active; in the data active = CPE inhibition above about 20%, passing the limit was not always enough; inconclusive = no clear call, values can overlap the other calls; tested in BHK-21 cells;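 also: 0% = median of neutral control wells and 100% = median of positive control wells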
miR122 inh: miR-122 Renilla sensor signal increase in Huh7, primary screen, miR-122 inhibitor project, cell-based, single point, plate reader. Huh7 miR-122 Renilla luciferase sensor, 48 h; neutral wells = 0, positive control = 100. activation (reporter increase), % at 12.5 µM. 340,000 tested, 0.3% active. AID 602342, 2012;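 active = mean replicate activation score at least 90 and every replicate individually at or above 90; inconclusive = only one of the two criteria met; inactive = neither criterion met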;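 also: higher luciferase means less miR-122 activity so hits act as miR-122 inhibitors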
F508del corr: F508del CFTR correction, initial screen, CFBE line, single point. 350,000 tested, 0.36% active. CFBE cells, YFP halide quenching; stimulated with forskolin plus potentiator P3; % fluorescence drop versus neutral controls. AID 720511, 2013. activity (quench increase), % at 7.58 µM;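 active = mean added fluorescence quench of at least 8% versus neutral control, with both replicates also reaching 8%; inconclusive = only one of the mean or replicate conditions met; inactive = mean below 8% and not both replicates reaching 8%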;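 also: cells transiently co-express mutant CFTR-F508del with the halide-sensitive YFP; corrector assay measuring rescue of mutant channel to the surface after 24 h compound exposure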
SIRT5 block: SIRT5 desuccinylase inhibitors, primary screen, biochemical, fluorescence imaging, single point, set 5; inhibition, % at 15 µM; NAD-dependent protein deacylase sirtuin-5, mitochondrial (Homo sapiens), Q9NXA8; AID 652115, 2013; 330,000 tested, 1.1% active; Purified SirT5, succinyl-peptide AMC, trypsin-coupled fluorescence; in the data active = inhibition above about 15%; inconclusive = no clear call, values can overlap the other calls
Target sequence (Q9NXA8 whole entry, looked up): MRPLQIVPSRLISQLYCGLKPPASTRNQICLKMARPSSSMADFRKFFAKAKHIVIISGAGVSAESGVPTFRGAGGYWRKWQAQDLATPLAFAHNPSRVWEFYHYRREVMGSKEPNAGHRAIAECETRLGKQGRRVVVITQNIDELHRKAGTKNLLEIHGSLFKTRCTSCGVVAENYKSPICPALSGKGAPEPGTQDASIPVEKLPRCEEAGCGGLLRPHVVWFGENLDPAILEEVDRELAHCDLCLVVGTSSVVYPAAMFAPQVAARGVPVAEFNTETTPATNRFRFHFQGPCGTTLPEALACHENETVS
CASP6 VEID inh: human caspase-6 inhibitors, primary screen, biochemical, VEID-R110 fluorescence, single point, set 2; 350,000 tested, 0.53% active; inhibition, % at 12.5 µM; P55212; purified caspase-6, Z-VEID-R110 cleavage fluorescence;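 active = mean inhibition across replicates at least about 35%, with every replicate also reaching that limit, limit read from the data; inconclusive = only one of the two criteria met; inactive = neither criterion met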;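 also: 0% = median of neutral control wells and 100% = no fluorescence left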
Target sequence (P55212 24-179 limits assumed): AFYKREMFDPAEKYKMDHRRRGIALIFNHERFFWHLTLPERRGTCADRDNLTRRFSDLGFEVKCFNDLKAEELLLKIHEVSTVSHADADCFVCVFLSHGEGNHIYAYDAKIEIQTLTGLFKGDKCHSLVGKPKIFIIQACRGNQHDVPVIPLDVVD
Target sequence (P55212 194-293 limits assumed): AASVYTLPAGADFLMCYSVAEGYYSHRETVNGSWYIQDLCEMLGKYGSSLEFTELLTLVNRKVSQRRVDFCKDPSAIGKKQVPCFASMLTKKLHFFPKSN
ERAP1 HTS inh: human ERAP1 aminopeptidase inhibitors, primary screen, biochemical, single point, plate reader. Endoplasmic reticulum aminopeptidase 1 (Homo sapiens), Q9NZ08. 340,000 tested, 0.15% active. recombinant ERAP1, Leu-AMC fluorescence, 60 min. AID 652197, 2013. inhibition, % at 10.7 µM;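 active = mean replicate inhibition of at least 30%, or all replicates individually reaching that 30% level; inactive = mean below 30% and not every replicate reaching it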;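 also: 0% = neutral control wells and 100% = L-leucinethiol positive control wells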
ERp5 inh: inhibitors of ERp5-driven insulin aggregation, primary screen, biochemical, turbidity, absorbance 650 nm, single point. 90 min. inhibition, % at 9.99 µM. 350,000 tested, 0.05% active;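 active = mean replicate inhibition above about 25%, with every replicate also reaching it, limit read from the data, passing the limit was not always enough; inconclusive = only one of those two criteria met; inactive = neither criterion met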
Target sequence (Q15084 whole entry, looked up): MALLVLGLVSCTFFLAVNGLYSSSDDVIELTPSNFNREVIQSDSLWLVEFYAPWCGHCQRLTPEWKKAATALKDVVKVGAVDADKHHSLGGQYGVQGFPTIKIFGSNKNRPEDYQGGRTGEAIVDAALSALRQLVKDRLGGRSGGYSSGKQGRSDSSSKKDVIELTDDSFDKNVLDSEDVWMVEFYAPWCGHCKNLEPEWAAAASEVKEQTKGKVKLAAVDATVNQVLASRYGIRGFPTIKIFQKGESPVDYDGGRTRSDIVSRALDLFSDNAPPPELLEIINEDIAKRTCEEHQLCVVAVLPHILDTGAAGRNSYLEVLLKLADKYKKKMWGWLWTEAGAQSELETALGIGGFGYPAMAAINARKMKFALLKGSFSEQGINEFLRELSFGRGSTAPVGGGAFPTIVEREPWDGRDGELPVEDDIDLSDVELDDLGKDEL
* marks the source's active call; other numbers are inactive results; u = inconclusive; x = not tested or not shown; & = joins results of further samples; [ ] = dose if it differs, or a comment.

SMILES	DENV2 CPE rescue	miR122 inh	F508del corr	SIRT5 block	CASP6 VEID inh	ERAP1 HTS inh	ERp5 inh
CC1CCc2sc(C(=O)NNS(=O)(=O)c3ccc(F)c(F)c3F)cc2C1 (stereo not given)	5	-3	-1.9	4	3	-1	-4
COc1ccc(OC)c(NC(=O)CSc2ncnc3sc(C)cc23)c1	2	-9	7.1	1	6	4	-2
Cc1ccc2[nH]c(=O)cc(C(=O)OC(C)C)c2c1	19	x	-2.1	5	0	-2	-4
CCCn1nc(C(=O)Nc2nc3ccccc3[nH]2)c2ccccc2c1=O	5	-15	0.1	3	-1	0	-4
COc1ccc([C@@H]2[C@@H]3C(=O)N(C(C)(C)C)C(=O)[C@@H]3[C@]3(Cc4ccccc4)C(=O)N(c4ccc(C(F)(F)F)cc4)C(=O)N23)cc1	-3	-5	9.0*	x	3	2	1
Clc1ccc2nc(-c3cccc(Br)c3)c(Cc3ccccc3)n2c1	14	1	0.4	11	8	-2	-22
S=C1SCN(Cc2cccnc2)CN1Cc1cccnc1	-5	x	-0.9	-3	-3	-4	x
C/C=C/c1cnc2c(c1)C(=O)N([C@H](C)CO)C[C@@H](C)[C@@H](CN(C)C(=O)Nc1cccc(OC)c1)O2	8	5[16.7 µM]	1.2	-19	4	1	4
C[C@@H]1CCCCO[C@@H](CN(C)S(C)(=O)=O)[C@@H](C)CN([C@H](C)CO)C(=O)c2cc(NS(C)(=O)=O)ccc2O1	u	-3[16.7 µM]	-1.1	x	x	x	x
COc1ccccc1S(=O)(=O)N[C@@H]1CC[C@H](CCNC(=O)C2CC2)O[C@@H]1CO	-1	x	0.8	-7	0	0	-10
CC(=O)c1ccc(OC(C)C(=O)OCC(=O)NCCc2ccccc2)cc1 (stereo not given)	-3	-6	0.8	0	-3	-1	-4
Cc1ccc(/C=N/NC(=S)NC2CCS(=O)(=O)C2)cc1 (stereo not given)	0	3	-2.1	-2	1	9	1
CCN(CC)CCCOC(=O)C(c1ccccc1)c1ccccc1	1	1	-0.3	0	-2	0	3
O=C(C[C@@H]1CC[C@@H]2[C@H](COC[C@H](O)CN2C(=O)c2ccc3c(c2)OCO3)O1)NCCN1CCCCC1	2	3[16.7 µM]	1.5	-3	-17	-1	-1
O=C(CNc1ccc(Cl)cc1)NNC(=S)NCc1ccccc1	2	x	4.1	x	2	3	1
CCCNC(=O)C[C@@H]1CC[C@H]2[C@H](COc3ccc(NC(=O)c4cc(C)on4)cc3C(=O)N2C)O1	-6	4[16.7 µM]	1.4	-3	0	0	-3
COCCOC(=O)N1C(=O)[C@@]2(c3cc(C#CC4(O)CCCCCC4)ccc31)[C@H](c1ccccc1OCCO)N1[C@H](c3ccccc3)[C@H](c3ccccc3)OC(=O)[C@H]1[C@@H]2C(=O)N1CCc2cc(OC)c(OC)cc2C1	0	x	4.2	-2	-7	1	2
CC(=O)N1CCC(N(CCN2CCOCC2)C(=O)Nc2ccc(Cl)c(Cl)c2)CC1	5	-2	6.5	-5	0	-6	-6
CCOCCCn1cc(C(=O)c2cc(Br)ccc2O)cc(C#N)c1=O	2	x	-0.1	1	-2	-2	-1
COc1cc(CN(C)c2ncnc3sccc23)ccc1OC(F)F	-7	1	1.9	0	4	1	2
C[C@H]1CN([C@@H](C)CO)C(=O)Cc2cc(NS(=O)(=O)c3ccccc3)ccc2O[C@H]1CN(C)C(=O)Nc1ccc(C(F)(F)F)cc1	2	68[16.7 µM]	0.3	3	1	-4	3
N#Cc1ccsc1NC(=O)C1CCN(C(=O)c2ccc(Cl)cc2)CC1	2	x	0.5	3	2	0	-6
c1ccc(Cc2nnc3sc(-c4ccco4)nn23)cc1	3	-4	-4.0	x	10	x	10
C/C=C/c1ccc(C2[C@@H]3CN(C(=O)c4ccc5c(c4)OCO5)C[C@H]2N3)cc1 (stereo not given in full)	-3&-3	x	0.8&-3.0	-1&-1	6&4	10&3	0&-4
Cn1cc(C(=O)C(=O)N2CCOCC2)c2ccccc21	1	x	2.1	2	2	1	4
Cc1ccc(NC2=NCC(=O)N2C2CCCC2)cc1C	0	x	1.0	-5	2	-5	-1
O=C(COC(=O)CNC(=O)c1cccc(OC(F)F)c1)NCc1ccc2c(c1)OCO2	u	-6	1.3	-4	-3	-3	-7
CC1CC(C)CN(C(=O)C2CCC(CNS(=O)(=O)c3ccccc3)CC2)C1 (stereo not given)	11	-2	-0.4	-7	-2	-10	1
C[C@@H]1CN([C@@H](C)CO)C(=O)Cc2cc(NC(=O)Cc3cn(C)c4ccccc34)ccc2O[C@@H]1CN(C)C(=O)NC1CCCCC1	10	1[16.7 µM]	1.3	-6	3	-1	-1
CC(=O)N[C@H]1CC[C@H](CC(=O)NCc2ccc(Cl)cc2)O[C@H]1CO	0	x	-1.9	-3	1	-6	3
Oc1ccccc1-c1cncn1Cc1ccccc1	-1	-3	1.1	2	1	3	-1
C[C@H](NC(=O)C[C@@H]1C[C@H]2c3cc(NS(=O)(=O)c4ccc(F)cc4)ccc3O[C@H]2[C@H](CO)O1)c1ccccc1	-2	-3[16.7 µM]	1.5	1	1	3	2
COc1cccc(/C=N/NC(=O)c2ccccc2)c1OS(=O)(=O)c1ccccc1	-6	x	0.2	1	0	-2	2
COCC(=O)N1CC(=O)N2[C@@H](CO)[C@H](c3ccc(-c4cccnc4)cc3)[C@@H]2C1	3	x	-1.6	0	2	-3	5
Nn1c(-c2ccc(F)cc2)nc2ccccc2c1=O	16	-1	2.5	0	0	0	-1
O=C(NCCS(=O)(=O)N1CCN(c2ccccc2)CC1)C1CCCC1	u	x	-1.2	-1	-2	1	-2
CC(=O)O[C@@H](C[C@@H](C)C1=C2C[C@H](O)C3[C@@]4(C)CCC(=O)C(C)(C)C4CC[C@]3(C)[C@@]2(C)CC1)[C@H]1OC1(C)C (stereo not given in full)	-9	-2	-1.0	x	4	x	-2
C[C@@H]1CN([C@@H](C)CO)C(=O)c2cc(NC(=O)Nc3ccc(F)cc3)ccc2O[C@@H]1CN(C)S(=O)(=O)c1ccc(F)cc1	-9	6[16.7 µM]	1.5	14	x	1	1
C=CCC1(CC=C)CCCN1C(=O)c1cc(COc2ccccc2SC)on1	5	-2	-1.9	5	1	-5	5
Cc1cc(C(=O)OCC(=O)NCCc2ccccc2)c2ccccc2n1	-2	2	2.8	2	4	4	-4
N/C(=N/OC(=O)c1cccc([N+](=O)[O-])c1)c1cccc([N+](=O)[O-])c1	5	x	2.4	-5	-1	-1	-1
CC(C)c1ccc(C2OC(CCc3ccccc3)Cc3[nH]c(=S)[nH]c(=O)c32)cc1 (stereo not given)	-6	x	0.3	-3	-1	x	-2
O=C(NCc1ccco1)C(c1ccncc1)N(C(=O)Cc1cccs1)c1ccccc1 (stereo not given)	-1	-4	-0.8	1	2	-7	-59
CC(C)(C)N1C(=O)c2ccc(C(=O)Nc3ccc(C(=O)O)cc3)cc2C1=O	-1	x	2.3	4	-1	-2	-8
C/C=C/c1ccc([C@@H]2[C@@H](CO)N(C(=O)CC)[C@H]2CN(C)C(=O)C2CC2)cc1	x	0[16.7 µM]	-1.7	2	x	x	2
Cc1noc(C)c1S(=O)(=O)Nc1ccc2c(c1)CC(=O)N([C@H](C)CO)C[C@@H](C)[C@H](CN(C)CC1CCCCC1)O2	-2	2[16.7 µM]	-0.2	5	1	7	-14
CCOC(=O)C1CCN(c2c(C(=O)c3ccccc3)cnc3ccc(CC)cc23)CC1	-6	x	0.5	6	-2	0	1
CCc1cccc(NC(=O)CSc2nnc(Cc3ccc(OC)cc3)c(=O)[nH]2)c1	11	x	-1.3	0	0	3	0
Cc1cc(NC(=O)CN2C(=O)NC(C)(c3ccc(Cl)cc3)C2=O)no1 (stereo not given)	9	x	-1.9	7	-2	0	-10
O=[N+]([O-])C(=C1NCCN1)C(Cl)=C(Cl)Cl	x	x	-1.7	-2	-11	-2	-3
(list continues)
SMILES	DENV2 CPE rescue	miR122 inh	F508del corr	SIRT5 block	CASP6 VEID inh	ERAP1 HTS inh	ERp5 inh
O=C(Nc1ccccc1)C1=C[C@@H](c2ccc3c(c2)Cc2ccccc2-3)C[C@@H](OCc2ccc(CO)cc2)O1	4	x	1.8	0	4	3	3
CN1C(=O)c2cc(NC(=O)Cc3cccs3)ccc2OC[C@@H]2O[C@H](CC(=O)N[C@@H]3CCN(Cc4ccccc4)C3)CC[C@H]21	10	x	x	0	-9	1	-1
CCOC(=O)c1sc(=NC(=O)c2ccc(OC)c(OC)c2)n(C)c1C	3	-8	1.4	0	0	2	2
O=C1c2ccccc2NC(c2ccccc2O)N1c1ccc(F)cc1 (stereo not given)	7	x	0.2	-6	0	-2	-3
CCCOc1ccccc1OCC(=O)Nc1cc(Cl)ccc1-n1cncn1	8	9	4.0	-1	-1	1	-1
COc1ccc(C(=O)Nc2cc(C(F)(F)F)ccc2-n2cnc3ccccc32)cc1	-21	3	-2.1	2	-1	2	4
Cc1cccc(NC(=O)CN(C)C(=O)C2CCCC2)c1C	-5	x	-3.4	-1	-2	-3	2
Cc1cc(F)ccc1NCc1ccc([N+](=O)[O-])cc1	-3	x	3.2	-1	8	1	2
COc1ccc(/C=C/C(=O)Nc2ccc(-n3nncc3-c3ccccc3)cc2)cc1OC	8	-6	x	4	-5	-1	7
O=S(=O)(c1ccccc1)C(Br)S(=O)(=O)c1ccccc1	u	1	-1.9	x	-1	1	5
COc1cccc(CN2CCC2(C)C(=O)Nc2cccc3cccnc23)c1OC (stereo not given)	-5	1	-1.8	x	-2	-4	-4
COc1ccc(C(CNC(=O)c2ccc(Cl)c(NC(=O)c3cccs3)c2)N2CCCC2)cc1 (stereo not given)	0	x	-2.8	-3	-5	-2	10
Cc1ccc(N/C=C/C(=O)c2ccccc2)cc1Br	2	-2	3.9	-3	2	0	1
C[C@@H]1CN([C@@H](C)CO)C(=O)Cc2cc(NS(=O)(=O)c3ccccc3)ccc2O[C@@H]1CN(C)Cc1ccc(C(F)(F)F)cc1	5	1[16.7 µM]	0.0	-2	1	-1	-1
CN1CCC(=O)N([C@H](CC#N)c2ccccc2)CC1	-2	-3	-1.9	x	-5	x	-1
O=C1OCCN1C(=O)[C@H]1[C@H](c2ccccc2)C(c2ccc(F)cc2)=NN1c1ccc(Br)cc1	1	2	1.1	-4	-1	x	-5
O=C(N/N=C/c1cccnc1)c1ccc(Cl)c(Cl)c1	11	x	1.7	-1	3	-2	-1
C[C@@H]1CN([C@H](C)CO)C(=O)c2cc(C#CC3(O)CCCC3)cnc2O[C@H]1CN(C)C(=O)C1CCCCC1	-9	0[16.7 µM]	0.7	6	0	-2	4
CCC(=O)N1CC2(CC(c3cccc(NC(=O)CC(c4ccccc4)c4ccccc4)c3)=NO2)C[C@H]1C(N)=O (stereo not given in full)	u	-2	0.3	2	4	1	1
O=C(Oc1ccc(F)c(F)c1)c1ccc2c(=O)n3c(nc2c1)CCC3	11	-4	2.9	13	-4	4	-2
Cc1ccccc1NC(=O)Cn1nnc(-c2ccc(CN3CCC(C)CC3)cc2)n1	7	x	-0.4	-2	-1	x	-5

Quoted at random: 3 entries already listed, in no set order.
SMILES	DENV2 CPE rescue	miR122 inh	F508del corr	SIRT5 block	CASP6 VEID inh	ERAP1 HTS inh	ERp5 inh
O=C(N/N=C/c1cccnc1)c1ccc(Cl)c(Cl)c1	11	x	1.7	-1	3	-2	-1
C[C@@H]1CN([C@H](C)CO)C(=O)c2cc(C#CC3(O)CCCC3)cnc2O[C@H]1CN(C)C(=O)C1CCCCC1	-9	0[16.7 µM]	0.7	6	0	-2	4
Cc1ccc(N/C=C/C(=O)c2ccccc2)cc1Br	2	-2	3.9	-3	2	0	1
